Compound activity: PubChem, several laboratories
Platelet DG rel: inhibitors of platelet dense granule secretion, primary screen, cell-based, MLPCN, human platelets; human platelet-rich plasma, SFLLRN dense granule ATP release, luminescence; AID 1663, 2009; inhibition, %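 (compounds screened at 7.5 µM in platelet-rich plasma)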; actives 0.22% (n = 300,000);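 active = mean replicate score, as percent of positive control, at or above 50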
Dyrk1A ADPGlo: rat Dyrk1A kinase inhibitors, primary screen, biochemical, single point, plate reader. Dual specificity tyrosine-phosphorylation-regulated kinase 1A (Rattus norvegicus), Q63470. inhibition, % at 12.5 µM. actives 0.43% (n = 310,000). ADP-Glo luminescence, NFATc1 peptide; in the data active = inhibition above about 50%;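 note: plate controls were vehicle with enzyme for no effect and no enzyme for full effect; many of its hits are not listed in these tables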
KLF5 inhibitor: KLF5 expression inhibitors, primary screen, DLD-1 cells, luminescence. inhibition, % at 5 µM. actives 0.23% (n = 290,000). AID 1700, 2009. DLD-1 KLF5 promoter-luciferase reporter;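 active = inhibition above a per-plate limit of that plate's mean compound inhibition plus 3 SD, cut at about 60% in these data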;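 note: 0% = DMSO wells and 100% = LY294002 at 200 µM; higher means less KLF5 promoter-driven luciferase light; inactives centre near -14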
IEC-6 cytotox: cytotoxicity in IEC-6 intestinal epithelial cells, primary screen, cytotoxicity control for KLF5 inhibitor project, cell-based, luminescence. inhibition, % at 5 µM. IEC-6 cytotoxicity, luminescence viability. actives 0.78% (n = 290,000); in the data active = inhibition above about 22%;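 note: 0% = plate median of test compound wells and 100% = cytotoxic reference compound wells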
HSF-1 act: HSF-1 activators, primary screen, NIH3T3-HGL cells, MG132 stress, luminescence, single point | NIH3T3-HGL HSF-1 luciferase reporter, 8 h; 100% = twice DMSO control signal | activation, % at 9 µM | actives 1.7% (n = 300,000);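 active = mean replicate activation of at least 50% with a set share of replicates each reaching 50%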;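 note: 0% = median of the neutral control wells and 100% = twice that signal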
HSP90 refold inh: HSP90 inhibitors, primary screen, cell lysate, luminescence | Heat shock protein HSP 90 (rabbit reticulocyte lysate; luciferase refolding) | Rabbit reticulocyte lysate, luciferase refolding luminescence, 3 h | inhibition, % at 5.6 µM | actives 0.91% (n = 290,000);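 active = inhibition above the screen-wide mean plus 3 SD, computed separately per campaign, cut at about 16% in these data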;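 note: 0% = DMSO wells and 100% = 60 µM geldanamycin wells; inhibitors lower the luminescence because luciferase stays unfolded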
GSK3A inh: blockers of GSK3A enzyme activity – biochemical, luminescence, cell-free homogeneous, HTS, primary screen; Glycogen synthase kinase-3 alpha (Homo sapiens), P49840; GSK-3 alpha kinase, ADP-Glo luminescence, 60 min; inhibition, % at 10 µM; actives 0.1% (n = 320,000);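 in the data active = inhibition above about 50%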;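 note: GST-tagged GSK-3 alpha with peptide substrate and 25 µM ATP; 0% = DMSO neutral wells and 100% = GW8510 positive control wells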
Target sequence (P49840 whole entry, looked up): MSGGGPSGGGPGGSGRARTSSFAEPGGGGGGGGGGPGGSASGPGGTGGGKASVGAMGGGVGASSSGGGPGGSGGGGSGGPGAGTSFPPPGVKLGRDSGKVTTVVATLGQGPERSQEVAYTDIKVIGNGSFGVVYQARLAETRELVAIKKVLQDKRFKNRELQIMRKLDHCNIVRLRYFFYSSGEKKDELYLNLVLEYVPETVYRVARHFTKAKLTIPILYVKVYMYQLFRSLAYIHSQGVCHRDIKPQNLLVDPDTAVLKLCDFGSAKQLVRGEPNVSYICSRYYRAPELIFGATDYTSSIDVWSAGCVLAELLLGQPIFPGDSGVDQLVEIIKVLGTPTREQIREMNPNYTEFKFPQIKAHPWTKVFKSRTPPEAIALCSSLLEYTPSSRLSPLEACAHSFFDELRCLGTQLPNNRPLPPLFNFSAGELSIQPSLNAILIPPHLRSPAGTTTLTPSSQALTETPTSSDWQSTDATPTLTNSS
GSK3beta inhib: human GSK3beta kinase inhibitors, primary screen, biochemical, cell-free homogeneous, HTS; Glycogen synthase kinase-3 beta (Homo sapiens), P49841; GST-GSK3beta kinase, ADP-Glo luminescence, 60 min; hits give low values; activity score (negative = inhibition), % at 10 µM; actives 0.038% (n = 300,000); AID 2097, 2009;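 active = more than half of replicate wells score below -50%, meaning over 50% inhibition versus plate controls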;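 note: 0% = median DMSO wells and -100% = median GW8510 positive control wells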
Target sequence (P49841 whole entry, looked up): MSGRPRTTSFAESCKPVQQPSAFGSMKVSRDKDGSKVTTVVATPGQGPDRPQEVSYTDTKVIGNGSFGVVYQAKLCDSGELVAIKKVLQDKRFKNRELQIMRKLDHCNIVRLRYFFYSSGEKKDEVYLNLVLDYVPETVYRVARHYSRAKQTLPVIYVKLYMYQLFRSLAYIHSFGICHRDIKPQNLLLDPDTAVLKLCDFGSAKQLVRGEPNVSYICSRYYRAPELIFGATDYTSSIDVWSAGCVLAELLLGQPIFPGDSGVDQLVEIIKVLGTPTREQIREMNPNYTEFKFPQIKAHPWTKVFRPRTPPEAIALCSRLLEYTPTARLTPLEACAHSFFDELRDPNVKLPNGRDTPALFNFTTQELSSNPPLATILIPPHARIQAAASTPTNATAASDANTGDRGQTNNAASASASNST
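Test system: GST-tagged human GSK3beta kinase, cell-free; evaluation: activity score scaled between in-plate DMSO and GW8510 controls; measured by: ADP-Glo luminescence; incubation: 60 min reaction, RT; benchmarks: DMSO and 20 µM GW8510; reagent: peptide substrate plus 25 µM ATP (final); medium: Tris/MgCl2 kinase buffer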
aSyn 5UTR inh: MLPCN primary screen, SNCA 5' untranslated region | inhibition, % (tested at 7.5 µM) | alpha-synuclein 5'UTR reporter, inhibitor activity | actives 0.82% (n = 300,000) | AID 1813, 2009; in the data active = inhibition above about 60%;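 note: H4 neuroglioblastoma cells stably carrying SNCA 5'UTR luciferase fusion; 0% = DMSO wells and 100% = positive control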
HSF1 inhib: HSF1 inhibitors in luciferase reporter cells, primary screen, cell-based, NIH3T3, luminescence; activity change, negative = inhibition, % at 7.5 µM (by protocol); NIH3T3-HGL HSE-luciferase, MG132-induced, luminescence 8 h; hits give low values; actives 0.77% (n = 300,000);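 active = more than half of replicate wells show activity change below -50%, luminescence cut by over half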;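 note: luciferase reports HSF-1 transcriptional activity via heat shock element; 0% = median of DMSO wells and -100% = zero luminescence signal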
* marks the source's active call; other numbers are inactive results. Not all compounds are listed; count on the stated rates, not on these rows.

What do the screens show for `COc1ccc(-c2nc(CS(=O)CC(=O)NC3CCCCC3C)c(C)o2)cc1` (stereo not drawn)?
Platelet DG rel: 2; Dyrk1A ADPGlo: -8; KLF5 inhibitor: -33; IEC-6 cytotox: 4; HSF-1 act: -2; HSP90 refold inh: -1; GSK3A inh: 0; GSK3beta inhib: -1; aSyn 5UTR inh: -11; HSF1 inhib: 3

How did O=C(C1CCN(S(=O)(=O)Cc2ccccc2)CC1)N1CCN(c2ncccn2)CC1 do in these assays?
Platelet DG rel: 5; Dyrk1A ADPGlo: 0; KLF5 inhibitor: 17; IEC-6 cytotox: -5; HSF-1 act: -11; HSP90 refold inh: 2; GSK3A inh: 1; GSK3beta inhib: 1; aSyn 5UTR inh: 3; HSF1 inhib: -4

Results for CC(=O)Nc1ccc(NC(=O)/C=C/c2ccc(Cl)cc2)cc1 ?
Platelet DG rel: -6; KLF5 inhibitor: -24; IEC-6 cytotox: 1; HSF-1 act: 9; HSP90 refold inh: 4; GSK3A inh: 0; GSK3beta inhib: 3; aSyn 5UTR inh: 8; HSF1 inhib: 5

Results for Nc1nc2c(Cl)cc(Cl)cc2s1 ?
Platelet DG rel: -2; Dyrk1A ADPGlo: 25; KLF5 inhibitor: 1; IEC-6 cytotox: 9; HSF-1 act: 11; HSP90 refold inh: 3; GSK3A inh: -1; GSK3beta inhib: 1; aSyn 5UTR inh: 3; HSF1 inhib: -11

Results for O=C1CC(N2CCOCC2)C(=O)N1c1ccc2c(c1)OCO2 (stereo not drawn) ?
Platelet DG rel: 3; Dyrk1A ADPGlo: 7; KLF5 inhibitor: -11; IEC-6 cytotox: -3; HSF-1 act: 2; HSP90 refold inh: -1; GSK3A inh: -3; GSK3beta inhib: 1; aSyn 5UTR inh: 4; HSF1 inhib: 2

How did Cc1cnc(CNC(=O)C2CCC(=O)N(CCc3ccc(Cl)cc3)C2)cn1 (stereo not drawn) do in these assays?
Platelet DG rel: -13; Dyrk1A ADPGlo: -4; KLF5 inhibitor: -6; IEC-6 cytotox: 4; HSF-1 act: -2; HSP90 refold inh: -2; GSK3beta inhib: -3; aSyn 5UTR inh: 16; HSF1 inhib: -2

How did N#Cc1cc[n+](CC(=O)c2ccc(NC(=O)c3ccccc3)cc2)cc1 do in these assays?
Platelet DG rel: 5; Dyrk1A ADPGlo: 11; KLF5 inhibitor: -2; IEC-6 cytotox: -11; HSF-1 act: 4; HSP90 refold inh: 21*; GSK3A inh: 0; GSK3beta inhib: -3; aSyn 5UTR inh: -13; HSF1 inhib: 8

How did Cc1ccc(C(=O)N/N=C/c2ccoc2)cc1C do in these assays?
Platelet DG rel: -12; Dyrk1A ADPGlo: -7; KLF5 inhibitor: -37; IEC-6 cytotox: 1; HSF-1 act: -6; HSP90 refold inh: 2; GSK3A inh: 1; GSK3beta inhib: -1; aSyn 5UTR inh: -13; HSF1 inhib: 4

What do the screens show for `Cc1cc(C)n(/C(=C/N(C)C)C(=O)c2ccccc2)n1`?
Platelet DG rel: 8; Dyrk1A ADPGlo: 5; KLF5 inhibitor: -10; IEC-6 cytotox: 2; HSF-1 act: 1; HSP90 refold inh: -4; GSK3A inh: -2; GSK3beta inhib: 1; aSyn 5UTR inh: -5; HSF1 inhib: -4

Results for CC(=O)Nc1ccc(S(=O)(=O)N(Cc2ccccc2)c2ccccn2)cc1 ?
Platelet DG rel: 5; Dyrk1A ADPGlo: -1; KLF5 inhibitor: 1; IEC-6 cytotox: 0; HSF-1 act: -9; HSP90 refold inh: -5; GSK3A inh: 1; GSK3beta inhib: 0; aSyn 5UTR inh: 1; HSF1 inhib: -3

How did Cc1c(Cl)cnc(NC(=O)COC(=O)CCc2nc3ccccc3s2)c1Cl do in these assays?
Platelet DG rel: -4; Dyrk1A ADPGlo: -2; KLF5 inhibitor: -9; IEC-6 cytotox: -2; HSF-1 act: -9; HSP90 refold inh: 1; GSK3beta inhib: -6; aSyn 5UTR inh: 9; HSF1 inhib: 1

What do the screens show for `CCOC(=O)C1CCCN(C(=O)c2ccc(OC(C)=O)cc2)C1` (stereo not drawn)?
Platelet DG rel: -4; Dyrk1A ADPGlo: -7; KLF5 inhibitor: 12; IEC-6 cytotox: 0; HSP90 refold inh: -2; GSK3A inh: -3; GSK3beta inhib: -1; aSyn 5UTR inh: -3

Continued (3 carried over from the part before).
Results for CC(=O)Nc1ccc(S(=O)(=O)N(Cc2ccccc2)c2ccccn2)cc1 ?
Platelet DG rel: 5; Dyrk1A ADPGlo: -1; KLF5 inhibitor: 1; IEC-6 cytotox: 0; HSF-1 act: -9; HSP90 refold inh: -5; GSK3A inh: 1; GSK3beta inhib: 0; aSyn 5UTR inh: 1; HSF1 inhib: -3

How did Cc1c(Cl)cnc(NC(=O)COC(=O)CCc2nc3ccccc3s2)c1Cl do in these assays?
Platelet DG rel: -4; Dyrk1A ADPGlo: -2; KLF5 inhibitor: -9; IEC-6 cytotox: -2; HSF-1 act: -9; HSP90 refold inh: 1; GSK3beta inhib: -6; aSyn 5UTR inh: 9; HSF1 inhib: 1

What do the screens show for `CCOC(=O)C1CCCN(C(=O)c2ccc(OC(C)=O)cc2)C1` (stereo not drawn)?
Platelet DG rel: -4; Dyrk1A ADPGlo: -7; KLF5 inhibitor: 12; IEC-6 cytotox: 0; HSP90 refold inh: -2; GSK3A inh: -3; GSK3beta inhib: -1; aSyn 5UTR inh: -3

How did O=C(NC1CC2CCC1C2)c1ccc(CN2CCOCC2)cc1 (stereo not drawn) do in these assays?
Platelet DG rel: 3; Dyrk1A ADPGlo: -10; KLF5 inhibitor: -50; IEC-6 cytotox: 4; HSF-1 act: 17; HSP90 refold inh: 2; GSK3A inh: 2; GSK3beta inhib: 5; aSyn 5UTR inh: -52; HSF1 inhib: 7

Results for CNC(=S)N/N=C/c1ccc(-c2ccc(C(=O)O)cc2)o1 ?
Platelet DG rel: 46; Dyrk1A ADPGlo: 12; KLF5 inhibitor: -33; IEC-6 cytotox: 2; HSF-1 act: -14; HSP90 refold inh: 34*; GSK3A inh: 9; GSK3beta inhib: -5; aSyn 5UTR inh: -34; HSF1 inhib: -11

What do the screens show for `O=C(O)CSc1nnc(-c2cccnc2)n1Cc1ccccc1`?
Platelet DG rel: 5; KLF5 inhibitor: -27; IEC-6 cytotox: -8; HSF-1 act: 1; HSP90 refold inh: -4; GSK3A inh: 1; GSK3beta inhib: 1; aSyn 5UTR inh: 0; HSF1 inhib: -3

Results for N/C(=N\OC(=O)C(c1ccccc1)c1ccccc1)c1cccnc1 ?
Platelet DG rel: 1; Dyrk1A ADPGlo: 7; KLF5 inhibitor: 7; IEC-6 cytotox: -16; HSF-1 act: -1; HSP90 refold inh: -2; GSK3A inh: -5; GSK3beta inhib: 1; aSyn 5UTR inh: 6; HSF1 inhib: 4

What do the screens show for `N/C(=N\OC(=O)CN1C(=O)c2ccccc2C1=O)c1ccc(Br)cc1`?
Platelet DG rel: 1; Dyrk1A ADPGlo: -5; KLF5 inhibitor: -5; IEC-6 cytotox: 0; HSF-1 act: 46; HSP90 refold inh: -3; GSK3A inh: -5; GSK3beta inhib: 2; aSyn 5UTR inh: 12; HSF1 inhib: 22

How did O=S1(=O)C=C(N2CCOCC2)c2ccccc21 do in these assays?
Platelet DG rel: 3; Dyrk1A ADPGlo: -4; KLF5 inhibitor: 2; IEC-6 cytotox: -6; HSF-1 act: 2; HSP90 refold inh: -3; GSK3A inh: -17; GSK3beta inhib: -3; aSyn 5UTR inh: -70; HSF1 inhib: 2

Results for COCCN1Cc2cccc(C(=O)Nc3ccc(C)c(C)c3)c2C1=O ?
Platelet DG rel: 7; Dyrk1A ADPGlo: 14; KLF5 inhibitor: -41; IEC-6 cytotox: -2; HSF-1 act: -7; HSP90 refold inh: 3; GSK3A inh: 0; GSK3beta inhib: 2; aSyn 5UTR inh: -50; HSF1 inhib: 0

How did CC(=O)c1ccc(Oc2cc(C)nc(N3CCOCC3)n2)cc1 do in these assays?
Platelet DG rel: 20; Dyrk1A ADPGlo: -6; KLF5 inhibitor: 11; IEC-6 cytotox: 1; HSF-1 act: -12; HSP90 refold inh: -4; GSK3A inh: -3; GSK3beta inhib: -4; aSyn 5UTR inh: -8; HSF1 inhib: -5

What do the screens show for `O=C1c2cccc3c([N+](=O)[O-])ccc(c23)C(=O)N1CC1CCCO1` (stereo not drawn)?
Platelet DG rel: -1; Dyrk1A ADPGlo: -2; KLF5 inhibitor: 2; IEC-6 cytotox: 9; HSF-1 act: -36; HSP90 refold inh: 5; GSK3beta inhib: 1; aSyn 5UTR inh: -20; HSF1 inhib: -35

How did FC(F)(F)c1ccc(/C=N/n2c(C3CCCCC3)n[nH]c2=S)cc1 do in these assays?
Platelet DG rel: -6; Dyrk1A ADPGlo: 2; KLF5 inhibitor: 1; IEC-6 cytotox: 2; HSF-1 act: -18; HSP90 refold inh: -2; GSK3A inh: 4; GSK3beta inhib: 1; aSyn 5UTR inh: 26; HSF1 inhib: 0

How did COc1ccccc1CNC(=O)C(=O)NCC1OCCN1S(=O)(=O)c1ccccc1 (stereo not drawn) do in these assays?
Platelet DG rel: -13; Dyrk1A ADPGlo: 2; KLF5 inhibitor: -28; IEC-6 cytotox: 3; HSF-1 act: -3; HSP90 refold inh: 6; GSK3A inh: -3; GSK3beta inhib: 3; aSyn 5UTR inh: 21; HSF1 inhib: -3

How did C[C@@H]1CN(c2c(F)c(F)c3c(=O)c(C(=O)O)cn(C4CC4)c3c2F)C[C@H](C)N1 do in these assays?
Platelet DG rel: -2; Dyrk1A ADPGlo: 0; KLF5 inhibitor: 1; IEC-6 cytotox: 0; HSF-1 act: -1; HSP90 refold inh: -3; GSK3beta inhib: 0; aSyn 5UTR inh: 4; HSF1 inhib: 1

How did CCC(CC)C(=O)Nc1nnc(SCC(=O)NC2CC2)s1 do in these assays?
Platelet DG rel: 3; Dyrk1A ADPGlo: 0; KLF5 inhibitor: -9; IEC-6 cytotox: -1; HSF-1 act: 17; HSP90 refold inh: 1; GSK3A inh: -2; GSK3beta inhib: -2; aSyn 5UTR inh: 15; HSF1 inhib: 3

Results for CC1=CC(C)C2C(=O)N(CCCN(C)C)C(=O)C2C1 (stereo not drawn) ?
Platelet DG rel: -6; Dyrk1A ADPGlo: 3; KLF5 inhibitor: 4; IEC-6 cytotox: 4; HSF-1 act: -13; HSP90 refold inh: 2; GSK3A inh: -2; GSK3beta inhib: 0; aSyn 5UTR inh: -7; HSF1 inhib: -4
